Bioassay records (PubChem BioAssay)
Sm TGR block – inhibitors of Schistosoma mansoni thioredoxin glutathione reductase; Q962Y6; purified TGR, DTNB reduction, TNB absorbance 405 nm; Potency, µM (titrated, usually from 114 µM), for the others: top-dose activity change, negative = inhibition, usual class: inhibitors; hit rate 3% among 360,000; AID 485364; further: nearly all actives have a fitted effect of over 60% in size
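TGR 20 nM + NADPH 100 uM (dispensed conc.), cpd preinc 15 min RT; start with NADPH (500 uM addition) then DTNB (15 mM addition). Kinetic TNB absorbance, 405 nm filter. Four-parameter Hill fit across titration.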
Pf growth 96h – P. falciparum growth inhibition at 96 hour, primary screen for plastid delayed-death inhibitors; Potency, µM (series often up to 28.7 µM), inactives show at the highest dose activity change, negative = inhibition, hits mostly inhibitors; AID 504834; hit rate 6.9% among 320,000; P. falciparum luciferase reporter growth, 96 h
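Compounds incubated with erythrocytes infected by luciferase-expressing P. falciparum (2% hematocrit, 0.05% parasitemia final) for 96 hours, 37 C in 5% CO2. Growth inhibition scored as decreased luciferase luminescence.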
Pf growth 48h – P. falciparum growth inhibition at 48 hours (one generation). Potency, µM (highest dose often 28.7 µM), without a hit: at the top dose activity change, negative = inhibition, hits mostly inhibitors. hit rate 5.9% among 310,000. P. falciparum luciferase growth in erythrocytes, 48 h. AID 504832
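Luciferase-expressing P. falciparum in infected erythrocytes (2% hematocrit, 0.1% parasitemia final) in RPMI 1640/0.5% Albumax were exposed to compound for 48 hours at 37 C, 5% CO2; growth read as luminescence.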
Tb PYK inh – T. brucei pyruvate kinase inhibition. Q57TT1. Potency, µM (highest dose often 76.8 µM), for inactives: at the top dose activity, negative = inhibition, actives largely listed as inhibitors. hit rate 0.12% among 410,000. TbPYK enzyme, Kinase-Glo Plus ATP luminescence, 45 min. AID 624173; further: nearly all actives have a fitted effect of over 50% in size
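TbPYK + substrate in 50 mM TEA pH 7.2, 100 mM KCl, 10 mM MgCl2, 0.05% BSA, 0.01% Tween-20; cpd pinned; ADP 130 uM final; 45 min RT; Kinase-Glo Plus 10 min; luminescence endpoint.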
HCV inh – HCV inhibition. AID 651820. Potency, µM (doses to about 41.8 µM), for inactives: at the top dose activity change, negative = inhibition, usual class: inhibitors. hit rate 3.4% among 340,000. Huh7.5.1 HCVcc-Cre infection, luciferase reporter, 44 h
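Infectious HCV cell culture screen: compound-treated cells (1,000/well, pre-plated 4 h) are infected with HCVcc-Cre at roughly 0.5 moi and grown 44 h. Infection is quantified by luciferase signal after 15 min substrate incubation at room temperature.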
LmPK inh – inhibitors of Leishmania mexicana pyruvate kinase; Q27686; purified LmPK, Kinase-Glo ATP luminescence, 1 h; Potency, µM (titrated, usually from 57.5 µM), for inactives: at the top dose activity change, negative = inhibition, usual class: inhibitors; hit rate 0.37% among 290,000
Target sequence (Q27686 whole entry, looked up): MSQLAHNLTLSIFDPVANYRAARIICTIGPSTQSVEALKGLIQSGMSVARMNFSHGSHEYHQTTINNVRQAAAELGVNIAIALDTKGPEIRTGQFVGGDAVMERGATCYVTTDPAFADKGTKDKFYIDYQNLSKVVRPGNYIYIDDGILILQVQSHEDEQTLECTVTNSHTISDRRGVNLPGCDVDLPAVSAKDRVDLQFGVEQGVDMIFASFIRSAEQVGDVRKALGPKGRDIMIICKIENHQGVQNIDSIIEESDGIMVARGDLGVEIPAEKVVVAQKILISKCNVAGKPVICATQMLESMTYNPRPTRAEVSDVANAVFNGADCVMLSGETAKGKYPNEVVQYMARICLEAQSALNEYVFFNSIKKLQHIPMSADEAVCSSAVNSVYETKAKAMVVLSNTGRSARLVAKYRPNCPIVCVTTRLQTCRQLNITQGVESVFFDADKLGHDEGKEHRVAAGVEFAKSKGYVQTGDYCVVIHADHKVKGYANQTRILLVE
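Purified LmPK (0.1 nM) converted ADP (0.1 mM) to ATP with PEP (0.5 mM) in imidazole buffer pH 7.2 with KCl and MgCl2, 1 h at room temperature. ATP was read by Kinase-Glo luminescence; data normalized to uninhibited and no-enzyme controls.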
An asterisk follows results filed as active; ? = inconclusive; . = no result given; & = joins results of further samples; [ ] = remark or other dose. The call rests on the fitted dose curve; in most records, active means well fitted curve in the direction sought with a large enough effect; inconclusive means small, poorly fitted or top-dose-only effect, or another doubt; inactive means no such curve, though single readings can be large; an effect the other way counts as inactive or inconclusive. On the % scale 0 is the no-effect control and ±100 the full control effect; potency means the concentration at half of the fitted maximal effect.

SMILES	Sm TGR block	Pf growth 96h	Pf growth 48h	Tb PYK inh	HCV inh	LmPK inh
N#Cc1c(-n2ccnc2)cccc1-n1ccnc1	1.4%	2.9%	16.3%	5.2%	12.2%	4.5%
C=CCN(C(=O)CNS(=O)(=O)c1ccccc1)C(C(=O)NCCOC)c1cccnc1 (stereo not given)	-0.7%	11.2%	21.2%	-2.0%	22.7%	-0.3%
C/C(N)=C(/C#N)C(=O)CSc1nnc(C)n1-c1ccccc1	-0.4%	?	16.5%	2.9%	16.5%	-2.1%
COc1ccc(C(=O)Nn2cnc3scc(-c4cccs4)c3c2=O)c(O)c1	2.9%	-27.4%	137.0%[activator]	8.9%	6.6%&-6.6%	-4.9%
CCN1C(=O)/C(=C/c2ccc(OCc3ccc(C(=O)O)cc3)c(Cl)c2)NC1=S	0.0%	-4.2%	.	3.0%	0.6%	-0.6%
NC(=O)c1ccc(NC(=O)COC(=O)c2ccc3c(c2)OCCO3)cc1	11.0%	5.6%	13.7%	-3.9%	1.2%	-3.8%
CSc1ncccc1C(=O)OCC(=O)NC1CCCC1	-24.2%	?	-15.6%	5.6%	0.4%	.
COc1cc(/C=N\NC(=O)C2C(=O)NCC2c2ccccc2)cc(OC)c1O (stereo not given)	-0.6%	0.0%	33.2%[activator]	2.4%	-20.0%	0.9%
Nc1nc(NC(=O)c2cccnc2)nn1-c1ccccc1	19.2%[11.4 µM]	59.5%[activator]	.	-0.4%	13.6%	8.1%
Cc1ccccc1N(C(=O)CNC(=O)c1ccco1)C(C(=O)NC1CCCCC1)c1cccnc1 (stereo not given)	24.0%	0.0%	-9.1%	0.4%	16.8%	3.5%
CC1=C(C)CC(C(=O)NC(C)CCc2ccccc2)C(C(=O)O)C1 (stereo not given)	4.5%	0.8%	3.9%	0.4%	13.8%	-1.1%
COC(=O)c1ccc(CNC(=O)CSC2=NCCS2)cc1	-3.6%	30.6%[activator]	4.8%	-0.6%	-3.8%	1.5%
COc1ccc(-n2c(SCC(=O)NCc3ccco3)nc3c([nH]c4ccccc43)c2=O)cc1	1.3%&-14.9%	?	?	0.8%&-4.2%	?	9.8%
CCCC(=O)Nc1ccc(C(N)=O)cc1	5.5%	50.3%[activator]	32.7%[activator]	1.1%	-4.6%	2.8%
Cc1ccc2c(CC(=O)Nc3sccc3C(N)=O)coc2c1	-12.4%	10.8%	141.5%[activator]	-8.3%	?	1.7%
CCOC(=O)C(Cc1ccc(O)cc1)NC(=O)CNC(=O)C(CC(C)C)NC(=O)OC(C)(C)C (stereo not given)	2.5%	?	3.9%	-2.4%	0.0%	3.0%
CCCCN(CCCC)C(=O)/C=C/c1cccc([N+](=O)[O-])c1	12.6%	-63.5%	?	-7.6%	?	7.9%
N#CC1=C2N=C(N)c3ccccc3N2C2=C(C(=O)CCC2)C1c1ccccc1F (stereo not given)	-4.2%	?	-33.9%	-0.1%	6.1%	4.4%
COc1cc(/C=C(\C#N)c2nc3c(s2)CCCC3)ccc1O	?	.	114.8%[activator]	.	-18.9%	2.1%
Cc1ccc(S(=O)(=O)N(CC(=O)NCc2ccc(F)cc2)C(=O)N2CCN(C)CC2)cc1	1.1%	24.3%	-0.2%	-0.8%	32.3%[activator]	.
N#Cc1c(N)n(CCNC(=O)c2ccccc2)c2nc3ccccc3nc12	9.3%	?	?	0.2%	0.0%	-2.1%
Oc1ccc(CNc2cccc(F)c2F)c2cccnc12	0.112µM*	?	10.4µM*	.	.	.
Cc1nc(Cl)cc(N/N=C/c2ccc(O)cc2O)n1	1.7%	?	12.7%	2.6%	-12.2%	-1.1%
CCOC(=O)C1(Cc2cccc(OC)c2)CCN(Cc2ccccc2)CC1	16.2%	?	?	-4.8%	?	0.6%

The final 5 entries of the section above lead into the next:
SMILES	Sm TGR block	Pf growth 96h	Pf growth 48h	Tb PYK inh	HCV inh	LmPK inh
Cc1ccc(S(=O)(=O)N(CC(=O)NCc2ccc(F)cc2)C(=O)N2CCN(C)CC2)cc1	1.1%	24.3%	-0.2%	-0.8%	32.3%[activator]	.
N#Cc1c(N)n(CCNC(=O)c2ccccc2)c2nc3ccccc3nc12	9.3%	?	?	0.2%	0.0%	-2.1%
Oc1ccc(CNc2cccc(F)c2F)c2cccnc12	0.112µM*	?	10.4µM*	.	.	.
Cc1nc(Cl)cc(N/N=C/c2ccc(O)cc2O)n1	1.7%	?	12.7%	2.6%	-12.2%	-1.1%
CCOC(=O)C1(Cc2cccc(OC)c2)CCN(Cc2ccccc2)CC1	16.2%	?	?	-4.8%	?	0.6%
CC(C)(C)c1ccc(C(=O)NCC(=O)N2CCCCCC2)cc1	4.9%	-2.7%	-0.1%	1.2%	-6.2%	0.0%
N=c1n(CCN2CCOCC2)c2ccccc2n1CC(=O)c1cccc([N+](=O)[O-])c1	0.0%	?	?	1.3%	-14.3%	6.7%
COC(=O)CC1(C(=O)OC)Oc2ccc(Br)cc2C(=O)N1c1cc(Cl)c(Cl)cc1Cl (stereo not given)	-2.0%	?	?	0.7%	?	4.7%
O=C(CCl)NC(Cc1ccccc1)c1ccccc1 (stereo not given)	22.4µM*	10.4µM*	?	-5.6%	-18.9%	-2.1%
CN(CC(=O)Nc1cccc(F)c1)C(=O)c1ccccc1OCCOc1ccccc1	1.0%	?	?	-4.6%	-20.4%	.
Cc1noc(C)c1S(=O)(=O)N1Cc2ccccc2CC1C(=O)N(C)C (stereo not given)	-19.6%	22.4%	4.3%	2.1%	-11.2%	0.6%
CCOC(=O)C1C(=O)NC(SCC(=O)Nc2nccs2)=C(C#N)C1c1ccccc1OCC (stereo not given)	-25.0%	20.8%	?	?	13.2%	2.6%
CCN(CC)CC(O)COCCC12CC3CC(CC(C3)C1)C2 (stereo not given)	0.2%	?	.	5.9%	?	5.5%
COc1ccc(/C=C\C(=O)NCc2ccc3[nH]c(C)cc3c2)cc1OC	-6.7%	-28.0%	-2.5%	-10.8%	2.3%	-0.9%
CCN(C(=O)C1CSC2(C)CCC(=O)N12)c1nc2c(C)cccc2s1 (stereo not given)	-2.4%	9.0%	0.5%	-4.9%	20.4%	.
CCc1nc(SCc2ccc(OC)c(Br)c2)n[nH]1	0.0%	22.4%	-4.4%[0.00184 µM]	-1.0%	-27.4%	-1.8%
CSc1ncccc1C(=O)NCCc1ccccc1F	12.0%	-24.1%	32.7%[activator]	0.6%	12.4%	-4.2%
CC(=O)Nc1ccc(NC(=O)c2ccc(C3SCC(=O)N3CCc3ccccc3)cc2)cc1 (stereo not given)	-9.5%	11.7µM*	-19.0%	-15.7%	?	2.2%
COCCNC(=O)C(c1ccc(C)cc1)N(Cc1ccccc1)C(=O)CCC(=O)Nc1ccccn1 (stereo not given)	9.2%	0.0%	-2.5%	-6.7%	8.6%	-2.7%
O=C(Nc1cccc2cccnc12)c1ccc2c(c1)OCCO2	-15.2%	39.6%[activator]	.	3.9%	-10.0%	-3.6%
Cc1cc(C)c(-c2c(O)c3cnn(-c4ccccc4)c3[nH]c2=O)c(C)c1	4.2%	?	7.4%	0.5%	29.1%	-3.6%
Cc1cccc(C(=O)NC2CCN(C(=S)NCc3ccco3)CC2)c1	-1.5%	32.3%[activator]	-6.7%	-3.8%	22.2%	-8.4%
CC(C)Cn1c(CN2CCN(c3ccccc3F)CC2)nc2c1c(=O)[nH]c(=O)n2C	-0.5%	15.7%	14.7%	1.7%	5.8%	3.2%
Cc1cccc(NC2=NCC(=O)N2Cc2ccccc2)c1	2.5%	3.7%	14.3%	-9.8%	4.1%	-11.4%
CCn1ccc(C(=O)N2CCOCC2)n1	.	7.9%	-7.5%	3.0%	14.4%	3.0%
O=C(NCc1ccccc1Cl)c1cnccn1	15.5%	36.2%[activator]	19.6%	-6.8%	5.3%	-0.2%
CCN(Cc1cnn(C)c1)C(=O)CC1C(=O)NCCN1Cc1cccc(OC)c1OC (stereo not given)	-20.1%	19.7%	4.5%	0.2%	11.6%	-2.8%
C/C(=N\NC(=S)NCc1ccccc1)c1ccc(Cl)cc1	6.3%	-8.5%	?	-11.6%	-3.0%	1.2%
CCOc1cc(/C=N/O)cc(Br)c1OCC(=O)NCc1ccccc1	9.6%	-27.7%	-12.0%	3.1%	?	-0.5%

By substructure, those above with a COOH group (two)
SMILES	Sm TGR block	Pf growth 96h	Pf growth 48h	Tb PYK inh	HCV inh	LmPK inh
CCN1C(=O)/C(=C/c2ccc(OCc3ccc(C(=O)O)cc3)c(Cl)c2)NC1=S	0.0%	-4.2%	.	3.0%	0.6%	-0.6%
CC1=C(C)CC(C(=O)NC(C)CCc2ccccc2)C(C(=O)O)C1 (stereo not given)	4.5%	0.8%	3.9%	0.4%	13.8%	-1.1%

Next part
SMILES	Sm TGR block	Pf growth 96h	Pf growth 48h	Tb PYK inh	HCV inh	LmPK inh
Nc1cc(Cl)ccc1C(=O)OCC(=O)N1CCCC1	0.0%	82.9%[activator]	61.0%[activator]	-6.1%	8.7%	-9.2%
c1ccc(C2[C@H]3CN(CC4CCCCC4)[C@H](c4ccccc4)C34CC2(c2cccnc2)C4)cc1 (stereo not given in full)	44.7µM*	?	4.15µM*	-8.1%	0.6%	1.9%
CN(C)/C=C(\C=[N+](C)C)c1[nH]ncc1[N+](=O)[O-]	1.6%	6.2%	16.1%	11.4%	32.1%[activator]	1.7%
CCN(CC)c1ccc(/C=N/NC(=O)c2c(Cl)c(C)nn2C)cc1	-0.5%	23.8%	0.0%	1.4%	-14.9%	0.7%
CCOc1ccc(C(=O)NCC(=O)N2CCN(c3ccccc3O)CC2)cc1	0.1%	-23.1%	?	-4.0%	-3.1%	-0.3%
CC1(C)CC(=O)C2=C(C1)OC1=C(C(=O)CC(C)(C)C1)C2c1ccc(O)c([N+](=O)[O-])c1	-4.3%	?	?	-1.2%	9.1%	7.1%
O=C(O)CCC(=O)Nc1ccc(Br)cc1C(=O)c1ccc(Cl)cc1	19.1%	79.4%[activator]	49.3%[activator]	-4.3%	26.7%	-2.6%
Cc1cc(Cl)ccc1OCCCC(=O)NCc1ccccn1	-0.9%	-1.6%	0.0%	4.2%	19.1%	0.2%
CCN(CC(=O)NC1CC1)S(=O)(=O)c1ccccc1	-3.1%	-13.6%	33.3%[activator]	0.3%	1.2%	-6.9%
CCOc1ccc(/C=C/C(=O)OC(C)C(=O)NC2CCCCC2C)cc1OC (stereo not given)	3.3%	7.6%	?	-1.4%	-16.5%	.
CCCCNC(=NCc1cccc(C(F)(F)F)c1)Nc1ccccc1	5.4%	?	.	-2.5%	?	1.6%
Cn1ccnc1C(O)c1cccc(OCc2ccccc2)c1 (stereo not given)	3.1%	?	2.8%	-0.9%	2.1%	-1.2%
CCC(C)C(NC(N)=O)C(=O)NC1CCC(C)CC1 (stereo not given)	-0.8%	-1.3%	-2.5%	.	.	6.6%
O=C(O)c1ccc(Cl)c(NCc2ccncc2)c1	-3.8%	?	10.4%	2.2%	-1.3%	-3.2%
O=C(COC(=O)CSc1ccc(F)cc1)NCCCc1ccccc1	-10.6%	34.0%[activator]	14.5%	2.0%	10.4%	.
CCOc1cccc(CN(C)CC2CCCN(CCc3ccc(Cl)cc3)C2)c1O (stereo not given)	-42.7%	1.47µM*	3.7µM*	-0.4%	5.01µM*	5.7%
Oc1ccc(CNC2CCCCC2)cc1	27.9%	.	11.7µM*	-8.1%	-7.0%	-6.6%
COc1ccc(-c2nc3ccccc3c(=O)n2CCCn2ccnc2)cc1	8.1%	39.3%[activator]	?	2.0%	-3.1%	1.8%
O=[N+]([O-])/C=C/c1cn(Cc2ccc(F)cc2)c2ccccc12	-14.0%	?	?	-0.2%	8.91µM*	2.3%
